Screening results: PubChem BioAssay, Broad Institute
U2OS ROS induce = ROS inducers in U2OS cancer cells, primary screen, cell-based, H2DCF-DA fluorescence. U2OS ROS induction. ROS induction (% of piperlongumine), % at 10 µM. hit rate 2% among 46,000. AID 624156, 2012; in the data active = ROS induction above about 79%, passing the limit was not always enough; inconclusive = no clear call, values can overlap the other calls;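 also: 0% = DMSO vehicle median and 100% = reference compound median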
Numbers without * were called inactive; ? = inconclusive. Some of the compounds tested; count on the stated rates, not on these rows.

SMILES	U2OS ROS induce
C[C@H](CO)N1C[C@H](C)[C@@H](CN(C)C(=O)NC2CCCCC2)Oc2ccc(NC(=O)CCCCCC(=O)Nc3ccccc3N)cc2C1=O	-3.4
CN(C(=O)c1c[nH]c2ccc(S(=O)(=O)N3CCC4(CC3)OCCO4)cc2c1=O)C1CCCCC1	-8.4
C[C@@H]1CN([C@H](C)CO)C(=O)Cc2cc(NC(=O)Nc3ccc(C(F)(F)F)cc3)ccc2O[C@H]1CN(C)C(=O)Nc1ccc2c(c1)OCO2	-0.6
COc1ccc(S(=O)(=O)Nc2ccc3c(c2)CC(=O)N([C@H](C)CO)C[C@H](C)[C@H](CN(C)Cc2ccncc2)O3)cc1	21.1
C/C=C(/C)C(=O)O[C@H]1CC(C)(C)C[C@H]2C3=CCC4[C@@]5(C)CC[C@H](O[C@@H]6O[C@H](C(=O)O)[C@@H](O[C@@H]7O[C@H](CO)[C@H](O)[C@H](O)[C@H]7O[C@@H]7O[C@H](CO)[C@@H](O)[C@H](O)[C@H]7O)[C@H](O)[C@H]6O[C@@H]6O[C@@H](C)[C@H](O)[C@@H](O)[C@H]6O)C(C)(C)C5CC[C@@]4(C)[C@]3(C)[C@@H](O)[C@@H](O)[C@@]12CO (some centres undefined)	-41.7
CC12CCCCC1C1(C=CC(=O)C=C1)C(c1ccccc1)=N2 (centres undefined)	8.2
C[C@@H]1CN([C@@H](C)CO)C(=O)c2cccc(NS(=O)(=O)c3ccccc3)c2O[C@@H]1CN(C)C(=O)Nc1ccc(F)cc1	11.6
Cc1cc(C(=O)Nc2cccc3c2O[C@@H](CN(C)C(=O)Nc2ccc(C(F)(F)F)cc2)[C@H](C)CN([C@@H](C)CO)C3=O)n(C)n1	-4.1
Cc1noc(C)c1NC(=O)N(C)C[C@@H]1Oc2ccc(NC(=O)Cc3ccccc3)cc2C(=O)N([C@@H](C)CO)C[C@@H]1C	-3.9
C[C@H]1CN([C@@H](C)CO)C(=O)c2cc(NS(=O)(=O)c3cn(C)cn3)ccc2O[C@@H]1CN(C)S(=O)(=O)c1cn(C)cn1	-3.6
C[C@@H]1CN([C@H](C)CO)C(=O)c2cc(NC(=O)Nc3ccc(F)cc3)ccc2O[C@@H]1CN(C)S(=O)(=O)c1cn(C)cn1	3.0
C[C@H](CO)N1C[C@H](C)[C@H](CN(C)C(=O)Nc2ccccc2)Oc2c(NC(=O)CCCCCC(=O)Nc3ccccc3N)cccc2C1=O	22.2
COc1ccc(NC(=O)Nc2ccc3c(c2)C(=O)N([C@H](C)CO)C[C@H](C)[C@H](CN(C)C(=O)Nc2ccc4c(c2)OCO4)OCCCC[C@@H](C)O3)cc1	17.7
C[C@H](CO)N1C[C@H](C)[C@H](CN(C)Cc2ccc(-c3ccccc3)cc2)Oc2c(NS(=O)(=O)c3ccccc3)cccc2C1=O	20.9
COc1ccccc1NC(=O)c1ccc(OCC(=O)Nc2ccccc2F)cc1	-4.1
COCC(=O)NCc1nn(-c2ccccc2)nc1C	1.7
COc1ccc([Si](C)(C)[C@@H]2[C@@H](CCn3cc([C@H](O)c4ccccc4)nn3)O[C@]3(C(=O)N(c4ccccc4)c4ccccc43)[C@H]2C)cc1	15.9
C[C@@H]1CN([C@@H](C)CO)C(=O)c2cc(NC(=O)Nc3ccc(C(F)(F)F)cc3)ccc2O[C@H]1CN(C)C(=O)Nc1ccc2c(c1)OCO2	10.1
COc1ccc(Cl)cc1N(CC(=O)Nc1ccc(C(F)(F)F)cc1)S(C)(=O)=O	-1.8
O=C(NCc1ccccc1)c1ccc2c(=O)n(CCC3=CCCCC3)c(=O)[nH]c2c1	44.0
C[C@@H]1CCCCO[C@@H](CN(C)C(=O)Nc2ccccc2)[C@@H](C)CN([C@H](C)CO)C(=O)c2cc(NS(=O)(=O)c3ccccc3)ccc2O1	2.4
Cc1cc(C(=O)Nc2cccc3c2O[C@H](CN(C)Cc2ccncc2)[C@@H](C)CN([C@@H](C)CO)C3=O)n(C)n1	-0.1
C[C@@H]1CN([C@H](C)CO)C(=O)c2cc(NS(=O)(=O)c3ccccc3)ccc2O[C@@H]1CN(C)C(=O)Nc1ccccc1	2.4
C[C@@H]1CC(=O)c2c(ccc3c2C(=O)c2cccc(O)c2C3=O)C1	14.8
O=C1/C(=C\c2ccc(F)cc2)N=C(c2ccccc2)N1Cc1ccc(F)cc1	59.9
CCc1nnc(NC(=O)c2noc3c2COc2ccc(C)cc2-3)s1	11.0
C[C@H](CO)N1C[C@H](C)[C@@H](CN(C)C(=O)Nc2ccccc2)Oc2ccc(NC(=O)Nc3ccccc3)cc2C1=O	-6.5
Nn1c(C(=O)N2CCCC2)nc2ccccc2c1=O	-14.7
O=C(CCCC1=NS(=O)(=O)c2ccccc2N1)Nc1ccccc1	-9.2
COc1ccc(S(=O)(=O)N(C)C[C@@H]2OCCCC[C@@H](C)Oc3ccc(NC(=O)Nc4ccc5c(c4)OCO5)cc3C(=O)N([C@H](C)CO)C[C@@H]2C)cc1	73.1
C[C@@H]1CN([C@@H](C)CO)C(=O)c2cc(NC(=O)Nc3ccc(F)cc3)ccc2O[C@@H]1CN(C)Cc1ccncc1	8.0
C[C@@H]1CN([C@@H](C)CO)C(=O)c2cccc(NC(=O)c3ccc(-c4nccs4)cc3)c2O[C@H]1CN(C)Cc1ccc(Cl)c(Cl)c1	?
C[C@@H]1CN([C@H](C)CO)C(=O)Cc2cc(NC(=O)Cn3cnnn3)ccc2O[C@H]1CN(C)Cc1ccc(C(=O)O)cc1	-5.9
C[C@@H]1CN([C@@H](C)CO)C(=O)c2cc(NS(=O)(=O)c3ccc(Cl)cc3)ccc2O[C@@H]1CN(C)C	-8.0
COc1ccc(-c2cnc3c(c2)C(=O)N([C@H](C)CO)C[C@H](C)[C@H](CN(C)Cc2ccccc2)O3)cc1	23.8
COc1ccc(NC(=O)Nc2ccc3c(c2)C(=O)N([C@H](C)CO)C[C@@H](C)[C@@H](CN(C)S(=O)(=O)c2ccc(Cl)cc2)O3)cc1	-4.6
Cc1noc(C)c1NC(=O)N(C)C[C@H]1Oc2ccc(NS(=O)(=O)c3cccs3)cc2C(=O)N([C@@H](C)CO)C[C@@H]1C	-11.9
C[C@@H]1CN([C@H](C)CO)C(=O)c2cc(NS(C)(=O)=O)ccc2O[C@@H]1CN(C)Cc1ccc(-c2ccccc2)cc1	0.1
Cc1ccc(CCC(=O)Nc2cc(Cl)cc(Cl)c2)o1	-11.1
C[C@@H]1CN([C@H](C)CO)C(=O)c2cc(NS(=O)(=O)c3ccc(F)cc3)ccc2O[C@@H]1CN(C)S(=O)(=O)c1ccccc1	6.0
C[C@H](CO)N1C[C@H](C)[C@@H](CN(C)C(=O)NC2CCCCC2)Oc2c(NS(=O)(=O)c3ccc(Cl)cc3)cccc2C1=O	-8.6
C[C@@H]1CN([C@H](C)CO)C(=O)Cc2cc(NC(=O)c3ccncc3)ccc2O[C@@H]1CN(C)Cc1ccc2c(c1)OCO2	-1.6
COc1ccc(NC(=O)N(C)C[C@@H]2Oc3ccc(NC(=O)Nc4ccc(F)cc4)cc3C(=O)N([C@@H](C)CO)C[C@@H]2C)cc1	-20.9
Cc1ccc(S(=O)(=O)Nc2ccc3c(c2)CC(=O)N([C@@H](C)CO)C[C@H](C)[C@H](CN(C)CC2CC2)O3)cc1	-4.7
C[C@@H]1CN([C@H](C)CO)C(=O)c2cc(NC(=O)C3CCCCC3)ccc2O[C@H]1CN(C)Cc1ccc(Oc2ccccc2)cc1	8.7
CC(=O)CSc1nc(N(C)C)nc(N(C)C)n1	-10.4
C[C@@H]1CN([C@H](C)CO)C(=O)Cc2cc(NS(=O)(=O)c3cccs3)ccc2O[C@H]1CN(C)Cc1ccc(Cl)c(Cl)c1	48.2
C[C@@H]1CN([C@H](C)CO)C(=O)c2cccc(NC(=O)Nc3ccc(C(F)(F)F)cc3)c2O[C@@H]1CN(C)C(=O)Nc1ccc(C(F)(F)F)cc1	20.0
C[C@H]1CN([C@@H](C)CO)C(=O)Cc2cc(NC(=O)Cn3cnnn3)ccc2O[C@@H]1CN(C)Cc1ccc2c(c1)OCO2	9.6
O=C(Nc1ccccc1)Nc1csc(-c2ccc(C(F)(F)F)cc2)n1	-3.5
O=C(CSc1nc2ccccc2c(=O)[nH]1)c1ccc(-c2ccccc2)cc1	27.2
Cc1ccc2nc(SCC(=O)NCc3ccccc3)[nH]c2c1	6.2
C=C[C@@](C)(O)CC/C=C(\C)C(=O)O[C@@H]1[C@@H]2O[C@]2(C)[C@H]2[C@H](O[C@@H]3O[C@H](CO)[C@@H](O)[C@H](O)[C@H]3O)OC=C[C@@]12O	4.2
C[C@@H]1CN([C@@H](C)CO)C(=O)Cc2cc(NS(=O)(=O)c3cccs3)ccc2O[C@@H]1CN(C)Cc1ccc(Oc2ccccc2)cc1	43.8
CCc1cccc(C)c1NC(=O)CSc1nnc(-c2ccncc2)n1-c1ccc(C)cc1	-4.2
CC1=CC(CC2(C)OC2COc2c3occc3cc3ccc(=O)oc23)OC1=O (centres undefined)	1.2
CC(C)(C)c1cc(-c2csc(-c3ccno3)n2)cc(C(C)(C)C)c1O	0.7
C[C@H](CO)N1C[C@H](C)[C@H](CN(C)S(=O)(=O)c2ccccc2)Oc2ccc(NC(=O)Nc3ccc(F)cc3)cc2C1=O	5.5
Cn1c(SCC(=O)c2ccc(Cl)cc2)nnc1-c1ccccc1O	-2.3
COc1ccc(NC(=O)Nc2ccc3c(c2)C(=O)N([C@H](C)CO)C[C@@H](C)[C@@H](CN(C)S(C)(=O)=O)O3)cc1	0.9

The list continues:
| mol | U2OS ROS induce |
| --- | --- |
| O=c1c(O[C@@H]2OC[C@H](O)[C@H](O)[C@H]2O)c(-c2ccc(O)c(O)c2)oc2cc(O)cc(O)c12 | 4.6 |
| CC(=O)c1ccc(NC(=O)CSc2nc(O)c(-c3ccccc3)c(=O)[nH]2)cc1 | 0.4 |
| O=C(Nc1ccccc1C(=O)O)c1cccc(S(=O)(=O)Nc2cccc(C(F)(F)F)c2)c1 | -12.2 |
| COc1ccc(S(=O)(=O)Nc2ccc3c(c2)CC(=O)N([C@H](C)CO)C[C@@H](C)[C@@H](CN(C)S(=O)(=O)c2ccc(Cl)cc2)O3)cc1 | 22.0 |
| C[C@H](CO)N1C[C@H](C)[C@@H](CN(C)Cc2cccc(O)c2)OCc2cn(nn2)CCCC1=O | 5.8 |
| C[C@@H]1CN([C@@H](C)CO)C(=O)Cc2cc(NC(=O)Nc3ccccc3)ccc2O[C@@H]1CN(C)S(=O)(=O)c1cccs1 | 13.6 |
| COc1ccc(CNCc2ccc(F)cc2)cc1 | -4.0 |
| C[C@H]1CN([C@@H](C)CO)C(=O)Cc2cc(N(C)C)ccc2O[C@H]1CN(C)Cc1ccc(C(F)(F)F)cc1 | 5.6 |
| C[C@H]1CN([C@@H](C)CO)C(=O)c2cc(NC(=O)Cc3cn(C)c4ccccc34)ccc2O[C@H]1CN(C)Cc1ccc(C(F)(F)F)cc1 | 13.0 |
| COc1ccc(CN(C)C[C@@H]2Oc3ccc(NC(=O)Nc4ccc5c(c4)OCO5)cc3C(=O)N([C@H](C)CO)C[C@H]2C)cc1 | 0.6 |
| C[C@@H]1CN([C@H](C)CO)C(=O)c2cccc(NC(=O)c3ccncc3)c2O[C@H]1CN(C)C(=O)Nc1cccc2ccccc12 | -9.3 |
| COc1ccc(C2=NN(CC(=O)NCC3CCCO3)C(=O)CC2)cc1 (centres undefined) | -7.0 |

Quoted from the listing:
`CC(=O)c1ccc(NC(=O)CSc2nc(O)c(-c3ccccc3)c(=O)[nH]2)cc1` – U2OS ROS induce: 0.4
`C[C@H]1CN([C@@H](C)CO)C(=O)Cc2cc(N(C)C)ccc2O[C@H]1CN(C)Cc1ccc(C(F)(F)F)cc1` – U2OS ROS induce: 5.6

The main list resumes with the four entries that preceded the break.
| mol | U2OS ROS induce |
| --- | --- |
| C[C@H]1CN([C@@H](C)CO)C(=O)c2cc(NC(=O)Cc3cn(C)c4ccccc34)ccc2O[C@H]1CN(C)Cc1ccc(C(F)(F)F)cc1 | 13.0 |
| COc1ccc(CN(C)C[C@@H]2Oc3ccc(NC(=O)Nc4ccc5c(c4)OCO5)cc3C(=O)N([C@H](C)CO)C[C@H]2C)cc1 | 0.6 |
| C[C@@H]1CN([C@H](C)CO)C(=O)c2cccc(NC(=O)c3ccncc3)c2O[C@H]1CN(C)C(=O)Nc1cccc2ccccc12 | -9.3 |
| COc1ccc(C2=NN(CC(=O)NCC3CCCO3)C(=O)CC2)cc1 (centres undefined) | -7.0 |
| COc1ccc(I)cc1S(=O)(=O)NCc1ccccn1 | -13.1 |
| Cc1ccc(NC(=O)CSc2nc3ccccc3o2)cc1Cl | 1.5 |
| C[C@H](CO)N1C[C@H](C)[C@H](CN(C)Cc2ccc(C(F)(F)F)cc2)Oc2ccc(NS(=O)(=O)c3ccc(Cl)cc3)cc2CC1=O | 22.0 |
| O=C(CCCCCCC(=O)Nc1ccccc1O)N/N=C/c1cc(Br)ccc1O | -7.7 |
| C[C@H](CO)N1C[C@H](C)[C@@H](CN(C)Cc2ccc(Oc3ccccc3)cc2)Oc2c(NS(=O)(=O)c3cccs3)cccc2C1=O | 66.6 |
| CCOC(=O)c1c(CNc2cccc(C(N)=O)c2)n(C)c2cc(Br)c(OC(C)=O)cc12 | 53.0 |
| CCn1c(SCC(=O)Nc2ccc(Cl)cc2C)nnc1-c1ccc(Cl)cc1 | -0.3 |
| C[C@H]1CN([C@@H](C)CO)C(=O)c2cccc(NC(=O)NC3CCCCC3)c2O[C@@H]1CN(C)Cc1ccc(Oc2ccccc2)cc1 | 26.5 |
| C[C@@H]1CN([C@@H](C)CO)C(=O)c2cccc(NC(=O)CCCCCC(=O)Nc3ccccc3N)c2O[C@@H]1CN(C)Cc1ccc(C(F)(F)F)cc1 | 42.0 |
| COc1ccc(NC(=O)N(C)C[C@H]2Oc3c(NC(=O)c4nc5ccccc5s4)cccc3C(=O)N([C@@H](C)CO)C[C@H]2C)cc1 | 7.7 |
| C[C@H]1CN([C@@H](C)CO)C(=O)Cc2cc(NS(=O)(=O)c3cccs3)ccc2O[C@H]1CN(C)CC1CC1 | -3.6 |
